Source: PubChem
HTR5A inv ctr: counter-screen for OPRM1-OPRD1 inverse agonists: human HTR5A inverse agonism; AID 504634; inhibition, % at 9.3 µM; 0.083% of 340,000 active; HTR5A cell line, luminescence; in the data active = inhibition mostly above about 23%, no sharp cut-off; inactive = mostly below about 18%;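 also: 0% = cells with DMSO and 100% = no-cell wells with DMSO; some compounds called inactive have numbers as strong as hits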
SUMO Mot1 rescue: blocks SUMOylation pathway, rescuing yeast Mot1-301 growth; S. cerevisiae Mot1-301 growth rescue, ATP luminescence, 38.5C; percent above DMSO median, 100 means doubled; growth rescue, % at 18.8 µM; 1% of 320,000 active; AID 2716;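 active = every valid replicate shows activation above 250% relative to neutral control wells; inactive = the rest, any valid replicate at or below 250%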;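 also: OY570 slx delta 5 strain wells were the positive control but not used for scaling; some compounds called inactive have numbers as strong as hits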
phage Ecoli inh: E. coli growth loss with phage present. growth absorbance. inhibition, % at 11.9 µM. 0.26% of 360,000 active; in the data active = inhibition above about 11%
PKA-R2B act: PKA-R2B complex activation; activation, % at 11.4 µM; P22694+P31323; AID 504700; 0.079% of 340,000 active; PKA-R2B holoenzyme dissociation, Cy5-IP20 fluorescence polarization; R2B truncated from residue 108, S112A mutant; 0% DMSO only, 100% 113 µM cGMP;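 active = activation above a cutoff set at the mean over all compounds plus 3 SD, cut at about 18% in these data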;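 also: higher means more holoenzyme dissociation and a rise in polarization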
Ecoli viability: counter-screen for AddAB inhibitors: E. coli growth inhibition; 0.27% of 330,000 active; inhibition, % at 11.9 µM; E. coli V3065 growth, OD600 absorbance, 18 h; AID 449728;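 active = inhibition above the campaign's mean inhibition across all tested compounds plus 3 SD, cut at about 9.9% in these data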;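 also: uninfected addAB+ strain grown without phage in ampicillin broth; 0% = DMSO wells and 100% = ciprofloxacin 0.95 µg/ml wells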
AddAB inh: less growth of phage-infected E. coli with AddAB. E. coli expressing H. pylori AddAB, absorbance growth. 0.29% of 330,000 active. inhibition, % at 11.9 µM. AID 435030; in the data active = inhibition above about 12%;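 also: 0% = vehicle wells of infected cells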
PfHsp90 set2: reduces growth (ATP signal) of yeast expressing P. falciparum Hsp90; AID 504621; inhibition, % at 9.4 µM; 0.32% of 310,000 active; S. cerevisiae expressing PfHsp90, BacTiter-Glo ATP, 48 h; yeast lacking PDR1 and PDR3 efflux regulators;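 active = every replicate shows inhibition above about 80%, whatever the replicate mean, limit read from the data; inconclusive = mean inhibition reaches the set limit but some replicate falls short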;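 also: 0% = DMSO neutral controls and 100% = 20 µM radicicol positive controls; yeast relying on Plasmodium falciparum Hsp90 in place of its own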
OPRM1-OPRD1 inv: mu-delta opioid heterodimer inverse agonism. inhibition, % at 9.3 µM. AID 504357. P35372+P41143. cell-based MOR-DOR heterodimer luminescence. 0.21% of 340,000 active; in the data active = inhibition above about 22%, passing the limit was not always enough;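 also: 0% = cells with DMSO and 100% = wells without cells with DMSO; values of inactives mirror those of a sister screen read the other way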
Target sequence (P35372 whole entry, looked up): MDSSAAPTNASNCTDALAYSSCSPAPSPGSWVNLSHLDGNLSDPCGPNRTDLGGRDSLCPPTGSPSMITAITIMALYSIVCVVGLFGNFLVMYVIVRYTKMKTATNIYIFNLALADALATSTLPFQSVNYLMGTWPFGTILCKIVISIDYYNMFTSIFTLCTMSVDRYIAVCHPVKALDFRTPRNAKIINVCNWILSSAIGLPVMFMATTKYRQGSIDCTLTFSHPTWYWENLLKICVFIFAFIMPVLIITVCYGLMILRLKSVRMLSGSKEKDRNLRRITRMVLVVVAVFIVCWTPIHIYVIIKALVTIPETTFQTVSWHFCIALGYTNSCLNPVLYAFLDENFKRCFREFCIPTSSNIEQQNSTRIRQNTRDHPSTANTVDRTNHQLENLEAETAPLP
Target sequence (P41143 whole entry, looked up): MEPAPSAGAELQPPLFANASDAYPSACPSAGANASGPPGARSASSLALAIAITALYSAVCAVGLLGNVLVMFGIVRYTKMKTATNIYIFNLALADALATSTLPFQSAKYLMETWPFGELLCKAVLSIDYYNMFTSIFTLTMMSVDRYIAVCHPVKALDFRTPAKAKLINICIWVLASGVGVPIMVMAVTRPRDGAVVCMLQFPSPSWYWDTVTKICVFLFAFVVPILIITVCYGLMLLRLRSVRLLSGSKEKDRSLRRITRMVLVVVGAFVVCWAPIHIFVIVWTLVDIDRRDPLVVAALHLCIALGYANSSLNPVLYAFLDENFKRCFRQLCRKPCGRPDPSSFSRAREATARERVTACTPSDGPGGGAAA
PKA-R1A act: activates the PKA-R1A holoenzyme complex. activation, % at 11.4 µM. 0.083% of 340,000 active. P00514+P68181. PKA-R1A dissociation, Cy5-IP20 fluorescence polarization; scaled: DMSO 0%, 113 µM cGMP 100%. AID 504707;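 active = percent activation above the mean of all tested compounds plus 3 SD, cut at about 19% in these data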;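 also: higher means more PKAc released from R1A so a rise in polarization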
Tat transport: blocks Tat-dependent protein export in E. coli; E. coli MC4100 TorA-mCherry Tat export, fluorescence; inhibition, % at 10 µM; 0.036% of 340,000 active;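 active = mean replicate inhibition at least 50% and at least half of replicates individually reaching 50%; inconclusive = only one of the two criteria met; inactive = neither criterion met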;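 also: exported cargo escapes ClpAP degradation while cytoplasmic cargo is degraded and loses fluorescence; 0% = median of neutral control wells and 100% = median of NaSCN control wells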
OPRM1-OPRD1 ag: agonists of human mu-delta opioid receptor heterodimerization; 0.3% of 340,000 active; P35372+P41143; cells, OPRM1-OPRD1 heterodimerization, luminescence; activation, % at 9.3 µM; AID 504326; in the data active = activation above about 18%;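 also: 0% = vehicle-treated cells and 100% = reference agonist; values of inactives mirror those of a sister screen read the other way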
* hit, by the source's call; ? = inconclusive; / = no result given.

SMILES | HTR5A inv ctr | SUMO Mot1 rescue | phage Ecoli inh | PKA-R2B act | Ecoli viability | AddAB inh | PfHsp90 set2 | OPRM1-OPRD1 inv | PKA-R1A act | Tat transport | OPRM1-OPRD1 ag
CNc1nc(C)cc(C)c1S(=O)(=O)c1ccc(C)cc1 | 21.9 | -1.3 | 2.1 | -13.6 | 0.8 | 3.1 | 4.8 | -1.8 | -3.3 | 2.1 | 0.4
CC1CCN(c2ncnc3c2cnn3Cc2ccc(Cl)cc2)CC1 | -10.5 | 402.2 | 3.6 | -13.4 | 0.3 | 1.0 | 21.1 | -72.8 | -5.5 | -2.6 | 13.8
Cc1cc(OCC(=O)Nc2cccnc2)c2c(C)c(C)c(=O)oc2c1 | 7.9 | 25.0 | 3.5 | 0.6 | -1.4 | 0.3 | 14.2 | -4.9 | 5.2 | 0.9 | 0.9
COc1ccc(NC(=O)CN(C)C(=O)c2cccc(S(=O)(=O)Nc3ccc(OC)cc3)c2)cc1 | 5.1 | 13.3 | 0.4 | -14.4 | -0.3 | -0.5 | -7.2 | -8.4 | -3.9 | 1.7 | 1.3
CCOc1ccccc1OCCOc1ccccc1CC | -0.3 | 5.8 | -0.3 | -7.1 | 2.3 | 2.4 | 5.8 | -28.3 | -10.1 | 9.6 | 6.7
COc1ccc(NC(=O)N(C)C[C@H]2Oc3ccc(NC(=O)Nc4c(C)noc4C)cc3C(=O)N([C@H](C)CO)C[C@H]2C)cc1 | -10.0 | -10.1 | 2.7 | -8.4 | -5.3 | 1.2 | -13.6 | 0.7 | -4.5 | -3.3 | -0.1
Cc1ccc(NC(=O)N[C@@H](CC(C)C)C(=O)O)c(C)c1 | -6.9 | 3.4 | 3.2 | -8.2 | 0.4 | -1.6 | 4.2 | 18.2 | -2.5 | 1.1 | -3.5
O=C(Cn1ccc([N+](=O)[O-])n1)c1ccccc1 | -2.1 | -7.3 | 3.8 | -4.0 | 4.3 | 10.0 | 9.5 | 1.6 | 0.3 | -12.6 | -0.2
O=C(Nc1ccc(C(=O)O)cc1)/C(=C\C=C\c1ccccc1)NC(=O)c1ccccc1Br | -18.9 | -3.8 | 2.7 | -3.7 | 1.0 | 0.8 | 7.8 | 12.3 | -1.0 | ? | -2.4
CC(Sc1nncn1C)C(=O)Nc1ccc(S(N)(=O)=O)cc1 (stereo not drawn) | 7.9 | / | 2.1 | 7.6 | -0.7 | 0.0 | -7.4 | 7.7 | 1.6 | -5.6 | -1.5
COc1ccc(-[n+]2c(C)cc(/C=C3\Sc4ccccc4N3C)cc2C)cc1 | -9.1 | 8.5 | 22.4* | 5.3 | 25.6* | 26.6* | -28.2 | 28.8 | 6.2 | 67.4* | -6.2
COc1ccccc1N1CCN(C(=O)C2=CC=CN3CCS(=O)(=O)N=C23)CC1 | -6.3 | -11.6 | 0.8 | 16.4 | 2.1 | 1.7 | -9.3 | 0.7 | -3.4 | -5.6 | -0.1
Cc1ccc(NC(=S)NC2CCCC2)cc1 | 6.1 | 171.6 | 3.6 | 4.8 | 1.9 | 1.4 | 5.4 | 8.9 | -14.5 | -18.9 | -1.6
c1ccc2c(c1)ccc1ccccc12 | 5.5 | / | 2.3 | -3.1 | 0.3 | 2.3 | 2.6 | -23.6 | 4.8 | -4.8 | 4.7
O=C(C1COc2ccccc2O1)N1CCN(c2nc3ccccc3s2)CC1 (stereo not drawn) | 24.2 | 2.6 | 5.0 | -5.3 | 2.7 | 2.0 | -5.8 | -6.4 | -0.3 | -2.9 | 2.0
S=C(Nc1ccccc1Cl)N1CCN(Cc2ccccc2)CC1 | -16.3 | -9.9 | 1.6 | -7.7 | -0.3 | 2.8 | -6.4 | 6.0 | -5.0 | -3.9 | -1.1
COc1ccc(NC(=O)C2CCC2)cc1S(=O)(=O)N1CCOCC1 | 8.7 | -19.4 | 2.0 | -9.8 | 2.1 | -0.3 | 2.2 | 9.1 | -7.0 | 3.8 | -2.3
CC1(C)CC(=O)c2cc(OCC(=O)N3CCN(c4ccccc4F)CC3)ccc2O1 | 1.1 | 56.0 | 3.0 | 1.7 | 0.1 | 0.2 | 12.3 | 8.4 | 3.4 | -1.0 | -1.5
CCCCc1nc2sc3c(=O)[nH]cnc3c2c2c1CCCC2 | -5.0 | 23.4 | -1.0 | 7.8 | 0.7 | -0.2 | -19.6 | 7.8 | -4.4 | -0.1 | -1.5
COc1cc(C2NC(=O)NC(C)=C2C(=O)OCC2CCCCC2)cc(Cl)c1O (stereo not drawn) | -11.1 | 0.1 | -0.1 | -4.1 | -0.6 | -1.4 | -9.3 | -12.9 | 1.3 | 9.6 | 2.5
O=C(CN1CCN(S(=O)(=O)c2ccccc2)CC1)NCCc1ccccc1 | 13.4 | 7.7 | 3.4 | -13.0 | 0.2 | -3.9 | 8.5 | 13.2 | -3.1 | -0.7 | -4.0
COCc1[nH]nc2c1C(C1C=CCCC1)C(C#N)=C(N)O2 (stereo not drawn) | 7.3 | -19.8 | 0.0 | 0.8 | 0.6 | -0.6 | 5.7 | 3.1 | -7.6 | -2.6 | -0.5
COc1cc(Cl)c(S(=O)(=O)n2cnc(C)c2)cc1Cl | -5.0 | -1.5 | 4.0 | -2.3 | 3.0 | 3.0 | -10.4 | 25.5 | -2.1 | 6.0 | -5.5
CN(CCCNC(=O)c1nn(C)c2c1CS(=O)(=O)c1ccccc1-2)Cc1ccccc1 | -3.2 | -9.0 | 1.6 | 5.4 | -1.1 | 1.2 | -15.1 | 13.7 | 3.6 | -5.2 | -2.5
C[C@]12c3[nH]c4ccccc4c3CCN1C(=O)C(CC(=O)NCc1ccco1)C[C@@H]2C(=O)N1CCOCC1 (stereo partly drawn) | -6.3 | 21.1 | 0.6 | 5.7 | -0.5 | 0.7 | -18.4 | 12.1 | 3.4 | -0.8 | -2.6

Further structures follow:
SMILES | HTR5A inv ctr | SUMO Mot1 rescue | phage Ecoli inh | PKA-R2B act | Ecoli viability | AddAB inh | PfHsp90 set2 | OPRM1-OPRD1 inv | PKA-R1A act | Tat transport | OPRM1-OPRD1 ag
Cc1ccc(OCC(=O)N2CCN(C(=O)c3cccs3)CC2)cc1 | -11.4 | -21.8 | 3.2 | -2.6 | -0.2 | 1.4 | -19.8 | 14.8 | -10.2 | 8.6 | -2.7
CN1CCN(S(=O)(=O)c2cc([N+](=O)[O-])ccc2Cl)CC1 | 10.6 | -4.6 | 3.9 | -5.6 | 1.0 | 4.2 | -7.0 | -11.4 | -6.3 | -1.8 | 2.2
CCOC(=O)Cn1c(=NC(=O)C(C)(C)C)sc2cc([N+](=O)[O-])ccc21 | 9.5 | 4.0 | 3.0 | 9.0 | 1.2 | -0.6 | -19.8 | -35.1 | -3.8 | -5.2 | 7.3
Cn1c(SCc2cccc(Br)c2)nnc1-c1ccncc1 | -8.9 | -10.3 | -0.3 | 0.6 | -3.0 | 1.5 | 6.2 | 1.5 | 1.3 | -7.2 | -0.3
CCOc1cc(C(=S)N2CCOCC2)ccc1OS(=O)(=O)c1ccccc1[N+](=O)[O-] | 1.1 | -2.9 | 4.3 | -8.8 | -1.1 | -0.5 | 8.2 | 2.3 | -19.1 | 1.7 | -0.4
O=C1C(F)=CC(COC(c2ccccc2)(c2ccccc2)c2ccccc2)OC1n1cc(F)c(=O)[nH]c1=O (stereo not drawn) | -16.4 | / | 12.1* | -5.1 | / | / | 101.9* | -40.6 | -8.8 | -3.6 | 9.3
COc1ccc(-c2cc3ccccc3n2CC(O)CNCCO)cc1 (stereo not drawn) | -17.6 | -0.9 | 0.0 | 0.2 | -1.3 | 3.1 | 0.6 | 17.1 | -1.0 | 17.4 | -3.1
CCCC(=O)N1CCN(S(=O)(=O)c2cc(Cl)ccc2OC)CC1 | 8.9 | -9.3 | 0.9 | -6.5 | -0.8 | 2.1 | 5.0 | -1.2 | -0.5 | 11.6 | 0.3
C=CCn1c(SCC(=O)OCC)nc2cc(C(=O)NCc3ccco3)ccc2c1=O | 3.5 | -5.9 | 2.5 | -1.0 | 1.2 | 0.5 | 14.2 | 6.6 | 9.9 | -2.2 | -1.3
CCOc1ccc(Oc2c(/C=N/NC(=O)C3CC3)c(C)nn2-c2ccccc2)cc1 | 1.9 | 4.8 | 2.2 | -11.5 | -0.3 | 0.6 | -7.2 | -34.8 | -1.7 | 1.3 | 6.8
FC(F)(F)c1cccc(NC(=S)NCCN2CCOCC2)c1 | -18.2 | 5.7 | 1.3 | -6.5 | -2.1 | 0.9 | 7.7 | 5.0 | -2.0 | 14.9 | -0.9
Cn1c(SCC(=O)Nc2ccc3c(c2)OCCO3)nnc1-c1ccco1 | 4.5 | -1.4 | 2.0 | -10.8 | 2.4 | -2.0 | -10.7 | 12.4 | -6.7 | 0.3 | -2.2
CC1CCCCC1NC(=O)CSc1nncs1 (stereo not drawn) | -8.7 | 6.0 | 1.1 | 1.0 | 0.3 | -0.8 | -3.9 | 8.1 | 4.5 | 5.9 | -1.6
CCOC(=O)c1oc2ccc(Br)cc2c1CSc1nnc(C)s1 | -3.2 | 416.8 | 1.9 | -8.3 | 0.4 | 1.3 | / | 6.9 | -5.9 | -2.8 | -1.3
CCC(=O)NC(=S)Nc1ccc2oc(-c3ccc(OC)cc3)nc2c1 | -2.9 | -9.1 | 6.4 | 0.6 | 0.8 | 4.8 | -11.3 | 12.6 | -7.7 | -11.8 | -2.5
CCCc1cc(C(=O)N2CCCC(N3CCN(c4ccc(F)cc4)CC3)C2)no1 (stereo not drawn) | -3.9 | 8.9 | 0.5 | -18.9 | -0.2 | 3.2 | 9.3 | 15.2 | -19.1 | -7.2 | -3.1
Cc1cccc(NC(=O)CSc2nc(C)c(Cc3ccccc3)c(=O)[nH]2)c1 | 6.0 | -5.2 | 3.7 | -5.1 | -1.6 | -0.3 | -13.5 | 7.0 | -2.8 | -2.4 | -1.4
CC(C)Cn1cc(C(=O)N2CCOCC2)c2c3ccccc3n(C)c2c1=O | 15.5 | -2.8 | 3.2 | 3.4 | -1.2 | -3.9 | -7.7 | -4.0 | -3.4 | -1.9 | 0.7
O=C(CSc1ncnc2c1nnn2Cc1ccccc1F)N1CCN(c2ccccc2)CC1 | 11.2 | / | 1.7 | -4.5 | / | / | -10.2 | -1.1 | 4.5 | -3.1 | 0.2
C[C@H](NC(=O)c1ccccc1)C(=O)N1CCN(Cc2ccc3c(c2)OCO3)CC1 | 3.1 | -23.9 | 2.3 | -2.3 | -0.5 | -0.7 | 14.9 | 12.4 | -8.2 | -3.1 | -3.3
CCOCCc1nnc(NC(=O)CS(=O)(=O)Cc2ccccc2)s1 | -25.1 | 240.6 | -1.7 | -2.9 | 0.4 | 0.7 | -6.4 | 14.8 | 8.9 | -1.9 | -2.3
O=C(CCc1ccccc1)Nc1nnc(-c2ccccn2)o1 | 10.2 | -7.6 | 4.1 | 2.3 | 1.4 | 6.0 | 10.4 | 2.9 | -8.6 | 4.7 | -0.6
